Source: PubChem
ERG-DNA inh = inhibitors of human ERG Ets domain-DNA interaction; fluorescence polarization, His-ERG Ets domain / labelled DNA; 370,000 compounds, 0.028% hits; P11308; Potency, µM (titrated, usually from 76.9 µM), without a hit: at the highest dose FP activity, negative = inhibition, actives largely listed as inhibitors; active = well fitted inhibition curve with a large enough effect in the polarisation, with a control signal flat; inconclusive = small, poorly fitted or top-dose-only effect, or effect the other way, or a change in a side signal; inactive = no such curve, though single readings can be large or run the other way; the % refers to the polarisation;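 note: polarization taken with two DNA probes labelled with fluorescein and Texas red; % of control where 0% means no effect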
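His-tagged ERG Ets domain (1 uM in the protein solution; 300mM KCl, 50mM Tris-HCl, 1mM EDTA, 1mM DTT, pH 7.5) received compound, then a probe mix of 5 nM fluorescein-DNA and 100nM Texas-615-DNA. Fluorescence polarization was read for both dyes.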
RGS4 inh = blocks human RGS4-accelerated GTP hydrolysis; Transcreener GDP fluorescence polarization, RGS4-accelerated GTP hydrolysis; Potency, µM (series often up to 114 µM), for the others: top-dose activity change, negative = inhibition, most hits filed as inhibitors; 390,000 compounds, 0.039% hits; AID 504845; note: % is set by controls: 0 for no effect and ±100 for the full control effect; nearly all actives have a fitted effect of over 75% in size; some results filed as inactive show a strong effect at the top dose
Target sequence (P49798 whole entry, looked up): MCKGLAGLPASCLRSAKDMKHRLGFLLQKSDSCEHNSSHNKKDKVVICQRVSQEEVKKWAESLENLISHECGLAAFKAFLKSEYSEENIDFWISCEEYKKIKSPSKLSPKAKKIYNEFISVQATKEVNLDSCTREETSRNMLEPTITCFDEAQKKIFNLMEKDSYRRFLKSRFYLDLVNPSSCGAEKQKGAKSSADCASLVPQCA
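MLSMR compounds (23 nl, pin-transferred) preincubated 10 min at room temperature with a 500nM (2x) first reagent, then RGS4 at 900nM (2x) plus Transcreener GDP mix added; fluorescence polarization (620/688 nm) read before and after 90 min at 30 °C.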
GLS inh = inhibitors of human glutaminase (GLS). AID 624170. 410,000 compounds, 0.21% hits. GLS enzymatic activity, qHTS titration. Potency, µM (top dose mostly 45.5 µM), without a hit: top-dose activity change, negative = inhibition, most hits filed as inhibitors; note: % is set by controls: 0 for no effect and ±100 for the full control effect
Target sequence (O94925 whole entry, looked up): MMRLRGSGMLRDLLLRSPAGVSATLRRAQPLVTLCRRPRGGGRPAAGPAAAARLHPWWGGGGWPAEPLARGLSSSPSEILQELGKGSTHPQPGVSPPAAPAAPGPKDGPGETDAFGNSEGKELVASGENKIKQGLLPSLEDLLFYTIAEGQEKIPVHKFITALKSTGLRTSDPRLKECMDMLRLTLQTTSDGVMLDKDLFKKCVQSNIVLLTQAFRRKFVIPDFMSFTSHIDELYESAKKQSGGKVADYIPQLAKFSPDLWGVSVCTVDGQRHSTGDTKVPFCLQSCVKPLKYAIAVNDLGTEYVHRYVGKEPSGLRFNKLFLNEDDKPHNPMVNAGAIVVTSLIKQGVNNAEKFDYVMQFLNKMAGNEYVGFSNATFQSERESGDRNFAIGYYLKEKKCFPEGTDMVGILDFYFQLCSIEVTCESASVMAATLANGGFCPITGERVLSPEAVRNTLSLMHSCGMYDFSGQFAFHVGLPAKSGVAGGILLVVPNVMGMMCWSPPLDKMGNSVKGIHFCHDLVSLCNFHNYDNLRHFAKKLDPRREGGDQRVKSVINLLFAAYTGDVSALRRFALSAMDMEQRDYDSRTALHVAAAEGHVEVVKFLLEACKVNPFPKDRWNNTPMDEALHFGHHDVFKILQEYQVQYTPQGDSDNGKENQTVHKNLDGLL
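Two-point fluorescence kinetic (t0, 30 min RT) for hKGA; glutamate detected via glutamate oxidase–HRP–Amplex Red. Substrate: 1 mM L-glutamine solution; buffer 45 mM KH2PO4, pH 8.2.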
rTrxR1 inhibitor = blocks rat thioredoxin reductase 1. O89049. recombinant rTrxR1, NADPH fluorescence consumption, selenite substrate. Potency, µM (titrated, usually from 114 µM), inactives show at the top dose activity change, negative = inhibition, most hits filed as inhibitors. 390,000 compounds, 1% hits. AID 588453; note: % is set by controls: 0 for no effect and ±100 for the full control effect; nearly all actives have a fitted effect of over 65% in size
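Rat TrxR1 (90 nM in the dispensed reagent) was pre-reduced with 400 uM NADPH for 5 min at room temperature, then incubated with compound for 15 min. After 400 uM selenite was added, NADPH fluorescence (Ex 340/Em 450 nm) was followed for 8 min.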
HP1b binding inh = inhibitors of HP1-beta chromodomain binding to methylated histone tails. P83916. AlphaScreen HP1-beta / biotin-H3K9me3 peptide binding. Potency, µM (top dose mostly 114 µM), for inactives: at the highest dose activity change, negative = inhibition, actives largely listed as inhibitors. 390,000 compounds, 0.56% hits. AID 540317; note: nearly all actives have a fitted effect of over 70% in size; inactives centre near 23
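Compound inhibition of the preformed complex between 50 nM HP1-beta and 50 nM biotinylated H3K9me3 peptide was read by AlphaScreen. Buffer was PBS pH 7.4 with 0.01% Tween-20. Incubations ran 30 min at room temperature, with 10 ug/mL donor/acceptor beads.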
Tb PGK inh = T. brucei PGK inhibition; P07378; PGK/GAPDH coupled, Kinase-Glo luminescence, 60 min; Potency, µM (titrated, usually from 57.5 µM), for the others: at the highest dose activity change, negative = inhibition, usual class: inhibitors; 380,000 compounds, 0.043% hits; AID 602233; note: % is set by controls: 0 for no effect and ±100 for the full control effect; nearly all actives have a fitted effect of over 60% in size
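Recombinant glycosomal PGK reaction used 1,3-bisphosphoglycerate generated in-well by GAPDH (100nM final) in 100mM TEA pH 7.6, 5mM MgCl2, 0.01% Tween-20. After 60 minutes at room temperature, ATP was read by Kinase-Glo Plus luminescence end-point.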
Pin1 inhibitor = human Pin1 inhibition; Q13526; Pin1 FP peptide displacement, HiFluor488, 10 min; Potency, µM (top dose mostly 115 µM), for inactives: top-dose activity, negative = inhibition, most hits filed as inhibitors; 390,000 compounds, 0.009% hits; AID 504891; active = well fitted inhibition curve with a large enough effect in the polarisation, with a control signal flat, not every such curve was filed as active; inconclusive = small, poorly fitted or top-dose-only effect, or effect the other way, or a change in a side signal; inactive = no such curve, though single readings can be large or run the other way; the % refers to the polarisation; note: % is set by controls: 0 for no effect and ±100 for the full control effect
Target sequence (Q13526 whole entry, looked up): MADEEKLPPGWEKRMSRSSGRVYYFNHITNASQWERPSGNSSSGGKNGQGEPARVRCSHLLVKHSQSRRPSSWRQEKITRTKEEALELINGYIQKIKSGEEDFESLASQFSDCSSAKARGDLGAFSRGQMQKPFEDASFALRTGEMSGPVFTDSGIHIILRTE
JMJD2A Tudor = blocks the human JMJD2A Tudor domain. O75164. AID 504339. Potency, µM (series often up to 114 µM), inactives show at the highest dose activity change, negative = inhibition, most hits filed as inhibitors. AlphaScreen JMJD2A-Tudor / H3K4me3 peptide binding. 390,000 compounds, 4.4% hits; note: % is set by controls: 0 for no effect and ±100 for the full control effect; nearly all actives have a fitted effect of over 50% in size
ALOX12 inh = inhibitors of human 12S-lipoxygenase ALOX12 | P18054 | purified 12hLO, xylenol orange hydroperoxide absorbance | Potency, µM (titrated, usually from 108 µM), for inactives: top-dose activity change, negative = inhibition, hits mostly inhibitors | 580,000 compounds, 1.1% hits | AID 1671190; note: % is set by controls: 0 for no effect and ±100 for the full control effect
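Hydroperoxide product was detected by ferrous iron/xylenol orange as the 573 to 405 nm absorbance ratio. Arachidonic acid at 40 uM (final) was turned over for 30 min at room temperature by 150 nM human 12hLO, pH 7.0 Hepes buffer, after 15 min compound preincubation.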
Starred values were filed as active, the others as inactive; i = inactive; ? = inconclusive; nt = not tested or not shown; & = joins results of further samples; [ ] = remark or other dose. Unless noted, calls come from the whole dose curve; as a rule, active = well fitted curve in the direction sought with a large enough effect; inconclusive = small, poorly fitted or top-dose-only effect, or another doubt; inactive = no such curve, though single readings can be large; an effect the other way counts as inactive or inconclusive. Potency is the fitted concentration of half-maximal effect.

Values run as follows: ERG-DNA inh, RGS4 inh, GLS inh, rTrxR1 inhibitor, HP1b binding inh, Tb PGK inh, Pin1 inhibitor, JMJD2A Tudor, ALOX12 inh
COC(=O)c1cccnc1N1CCN(c2ccccc2F)CC1
 : -2%, 7%, 8%, -6%, 28%, -14%, -4%, -2%, 7%
COc1ccc(-c2cc3ccccc3n2CC(O)Cn2nc(C)cc2C)cc1 (stereo not given)
 : 5%, -25%, 0%, 2%, 11%, -1%, -2%, -31%, -11%
FC(F)(F)c1ccccc1NC(=S)Nc1cccc(Cl)c1
 : 8%, -6%, -13%, ?, 1%, -8%, 0%, -5%, -19%
COC(=O)c1cc(OC)c(OC)cc1NC(=S)N1CCOCC1
 : -5%, 21%, 16%, -5%, 35%, -4%, 2%, -11%, -12%
O=C(Nc1ccncc1)c1cc(-c2cccc(Br)c2)nc2ccccc12
 : -11%, -44%, 1%, -7%[57.1 µM], 13%, 0%, 13%, -10%, -16%
CCC(C)NC(=O)CSc1nc2cc3c(cc2c(=O)n1CCCCCC(=O)NCc1ccc2c(c1)OCO2)OCO3 (stereo not given)
 : 0%, -1%, 2%, 5%[57.1 µM], 55%[activator], 8%, 5%, -10%, -6%
O=C(N=C1SC2CS(=O)(=O)CC2N1c1ccccc1F)C1CCCCC1 (stereo not given)
 : -1%, 1%, 3%, 14%, 28%, 10%, -1%, -1%, -27%
CCOc1ccc(NC(=O)c2ccc3c(c2)C(=O)N(Cc2ccncc2)C3=O)cc1
 : 6%, -32%, -1%, 13%[57.1 µM], 52%[activator], -4%, -1%, ?, -3%
Cc1ccccc1N=C(N)Nc1ccccc1C
 : -19%, 11%, -19%, 16%, 22%, 7%, ?, -3%, 220%&-26%[activator]
COC(=O)[C@@H]1C[C@H]2CC[C@H](O)C[C@H]2N1Cc1ccc(Cl)cc1
 : 0%, 8%, 2%, 8%, 29%, 1%, 7%, -14%, -6%
COc1ccc(C(=O)Nc2nnc(SCC(=O)NCc3ccco3)s2)c(OC)c1
 : 10%, -8%, -14%, -6%, 23%, -5%, 44%[activator], -10%, i
CCCn1c(C)c(C(=O)OCC)c(O)c(-c2ccccc2)c1=O
 : 4%, 6%, 14%, 21%[57.1 µM], 8%, -8%, -6%, -11%, 180%[activator]
CCN1CCN(S(=O)(=O)c2ccc(Cl)c(C(=O)N(C)Cc3cccs3)c2)CC1
 : -1%, 2%, -1%, 11%, 36%, -7%, 0%, -23%, 184%[activator]
O=C(NCc1ccccn1)c1cccc(NS(=O)(=O)c2ccccc2F)c1
 : -13%, 22%, 4%, -6%[57.1 µM], 12%, 4%, -3%, -25%, 18%
CC(=O)Nc1ccc(C(=O)OCCCOC(=O)c2ccc(NC(C)=O)cc2)cc1
 : 7%, 11%, -12%, 1%, 14%, -1%, 0%, -7%, 0%

(continued)
Values run as follows: ERG-DNA inh, RGS4 inh, GLS inh, rTrxR1 inhibitor, HP1b binding inh, Tb PGK inh, Pin1 inhibitor, JMJD2A Tudor, ALOX12 inh
O=c1cc2c(n[nH]1)-c1ccccc1CC2
 : -1%, 15%, -1%, 28%, 23%, -7%, 0%, 6%, 4%
CCOC(=O)c1cc2cc(CC(=O)c3ccc(OCC)cc3O)ccc2o1
 : -2%, -19%, -8%, 8%, 40%[activator], -15%, -4%, -1%, 0%
O=C(COC(=O)c1ccc(S(=O)(=O)Nc2ccccc2)cc1)NCC1CCCO1 (stereo not given)
 : 12%, 8%, -6%, 24%, 24%, i, 0%, -18%, 13%
Cc1cc(C)n2nc(SCc3nnc(SCc4ccccc4)s3)nc2n1
 : nt, 11%, -4%, 0%, 28%, nt, -2%, -13%, -8%
Cc1ccc(NC(=O)C(=O)NCCN2CCN(C(=O)C(c3ccccc3)c3ccccc3)CC2)cc1
 : 0%, -13%[11.4 µM], -22%, -20%, 61%[activator], i, -1%, 2%[11.4 µM], 0%
Cc1nn(Cc2ccccc2Cl)c(C)c1C(=O)NC1=NCCS1
 : -4%, -14%, 10%, 8%, 49%[activator], 11%, -9%, -19%, 23%
CCOc1cc(/C=C2/NC(=O)N(CC(=O)Nc3cccc(C)c3)C2=O)ccc1OC
 : 6%, -7%, -16%, -14%, 17%, -7%, -1%, 6%, ?
O=C(N/N=C/c1c[nH]c2ccccc12)c1[nH]c2ccc(Br)cc2c1-c1ccccc1
 : -5%, -10%[11.4 µM], 40%[activator], 24%, -7%, i, 9%, ?, -2%
C=CCn1cccc(C(=O)Nc2ccc(C)c(Cl)c2)c1=O
 : -1%, -7%, 1%, 1%[57.1 µM], 41%[activator], 3%, -2%, 1%, 0%
CCCCN(CC)C(=O)CSc1cc(=O)n(C)c2ccccc12
 : -9%, 10%, 0%, 5%, 25%, 2%, 7%, 7%, -27%
N#Cc1nc(-c2ccc(Cl)cc2)oc1NCC1CCCO1 (stereo not given)
 : 12%, 16%, 13%, 8%, 3%, -2%, 0%, -18%, -4%&-14%
Cc1ccc2nc(NC(=O)C3CCN(S(=O)(=O)c4cccc5nsnc45)CC3)sc2c1
 : 0%, 23%, 0%, 1%, 12%, 1%, 10%, -33%, ?
N/C(=N\OC(=O)c1ccc([N+](=O)[O-])cc1Cl)c1ccccn1
 : 4%, 4%, 5%, -18%, -22%, ?, -4%, ?, 7%
COc1ccc(Cc2nnc(SCC(=O)Nc3ccccc3)[nH]c2=O)cc1
 : -11%, 2%, 10%, 9%[57.1 µM], 35%[activator], -10%, -11%, -12%, -19%
O=C(Nc1ncc(S(=O)(=O)c2ccc([N+](=O)[O-])cc2)s1)c1cccc2ccccc12
 : 4%, ?, 1%, -2%, 24%, -4%, 0%, 0%, -8%

Following part:
Values run as follows: ERG-DNA inh, RGS4 inh, GLS inh, rTrxR1 inhibitor, HP1b binding inh, Tb PGK inh, Pin1 inhibitor, JMJD2A Tudor, ALOX12 inh
O=C(NCC(F)(F)F)Nc1ccccn1
 : -1%, -3%, -1%, 14%, 11%, 4%, -3%, -9%, -1%
Cc1ccc(-c2noc(CCC(=O)Nc3cc(C)ccn3)n2)cc1
 : -7%, -6%, 2%, -48%, 45%[activator], -2%, 8%, -2%, -7%
O=c1cc(Nc2ccc3c(c2)OCCO3)[nH]c(=O)n1-c1ccc(Cl)cc1
 : 6%, -3%, 2%, 26%[57.1 µM], 53%, -1%, -10%, -11%, 0%
CCn1cc(CN2CCC(C(=O)Nc3ccc(Oc4cccnc4)cc3)CC2)cn1
 : 1%, 6%, 23%, -7%, 9%, 5%, -6%, -11%, 0%
Cc1cc(=O)[nH]c(SCC(=O)Nc2c(C)n(C)n(-c3ccccc3)c2=O)c1C#N
 : -4%, -5%, 1%, 35%, 10%, i, 2%, -13%, ?
CCOc1ccc(CCNC(=O)c2cc3n(n2)CCCN(Cc2ccc(C)cc2)C3=O)cc1OCC
 : -6%, 9%, -7%, 12%[57.1 µM], 74%[activator], -12%, ?, -4%, -25%
CCCn1c(N)c(C(=O)CSc2nnc(C3CC3)n2C2CC2)c(=O)[nH]c1=O
 : 5%, 19%, 1%, -9%, 14%, 3%, 1%, ?, 0%
COc1ccc(CNC(=O)CCC(=O)N2CC3CCCN3c3ccccc32)cc1 (stereo not given)
 : -2%, -35%, 0%, 6%[57.1 µM], -5%, -4%, 1%, ?, ?
Cn1nc(C(=O)NNC(=O)c2ccccc2F)c2ccccc2c1=O
 : 17%[15.4 µM], -45%, -1%, 1%, 29%, -3%, 6%, -7%, 11%
CN1C(=O)NC(c2ccccc2)C2=C1CN(c1ccc3ccccc3c1)C2=O (stereo not given)
 : 5%, -12%, 1%, 7%[57.1 µM], 10%, -1%, 0%, -18%, ?
Cc1[nH]c2ccccc2c1/C=N/n1cnnc1
 : -9%, -22%[11.4 µM], -10%, 19%[57.1 µM], -8%, i, 4%, -3%[11.4 µM], 0%
O=C(Nc1cc2c(cc1[N+](=O)[O-])OCCO2)c1cccnc1
 : -8%, 7%, -18%, -15%, 15%, -4%, 0%, -21%, 17%

Part of the list above in order of molecular weight, low to high.
Values run as follows: ERG-DNA inh, RGS4 inh, GLS inh, rTrxR1 inhibitor, HP1b binding inh, Tb PGK inh, Pin1 inhibitor, JMJD2A Tudor, ALOX12 inh
O=C(Nc1cc2c(cc1[N+](=O)[O-])OCCO2)c1cccnc1
 : -8%, 7%, -18%, -15%, 15%, -4%, 0%, -21%, 17%
Cc1ccc(-c2noc(CCC(=O)Nc3cc(C)ccn3)n2)cc1
 : -7%, -6%, 2%, -48%, 45%[activator], -2%, 8%, -2%, -7%
Cn1nc(C(=O)NNC(=O)c2ccccc2F)c2ccccc2c1=O
 : 17%[15.4 µM], -45%, -1%, 1%, 29%, -3%, 6%, -7%, 11%
CN1C(=O)NC(c2ccccc2)C2=C1CN(c1ccc3ccccc3c1)C2=O (stereo not given)
 : 5%, -12%, 1%, 7%[57.1 µM], 10%, -1%, 0%, -18%, ?
CCCn1c(N)c(C(=O)CSc2nnc(C3CC3)n2C2CC2)c(=O)[nH]c1=O
 : 5%, 19%, 1%, -9%, 14%, 3%, 1%, ?, 0%
Cc1cc(=O)[nH]c(SCC(=O)Nc2c(C)n(C)n(-c3ccccc3)c2=O)c1C#N
 : -4%, -5%, 1%, 35%, 10%, i, 2%, -13%, ?

The list is partial; count on the stated rates, not on these rows.
